Compound activity deposited in PubChem by several laboratories.
EBNA-1 inh: EBNA-1 DNA-binding inhibitors, primary screen, biochemical, fluorescence polarization; 0.34% of 300,000 active; inhibition, % at 14.8 µM; in the data active means inhibition above about 28%
CTSL1 counter: Fasciola hepatica cathepsin L1 inhibitors, primary screen, counter-screen for PFM18AAP inhibitor project, biochemical, QFRET, fluorogenic peptide substrate; inhibition, % at 5.96 µM; AID 1906, 2009; 0.49% of 300,000 active; recombinant F. hepatica cathepsin L1, Z-Leu-Arg-MCA fluorescence;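 active means inhibition above the mean of all tested compounds plus 3 SD, set per screening campaign, cut at about 17% in these data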;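 further: 0% = plate median of test compound wells and 100% = 1 µM Z-Phe-Ala-diazomethylketone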
CR mimetic SO: reduction of superoxide in aged yeast, primary screen, HTS; S. cerevisiae aged cells, superoxide DHE fluorescence; active compounds read low; superoxide response (% of plate mean), % at 10 µM; 0.18% of 330,000 active;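 active means superoxide response under a set limit, about three screen SD below normal, cut at about 65% in these data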;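 further: yeast aged for seven days with compound at 30 °C before DHE staining; 100% = average MFI of all compound-treated wells on the plate with controls excluded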
PP5 inh: PP5 phosphatase inhibitors, primary screen, biochemical, fluorescence; inhibition, % at 6.7 µM; 0.18% of 320,000 active; purified PP5c, OMFP substrate fluorescence;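 active means inhibition above the campaign's mean inhibition across all tested compounds plus 3 SD, cut at about 9.5% in these data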;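 further: 0% = DMSO only and 100% = 100 µM cantharidin control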
Target sequence (P53041 whole entry, looked up): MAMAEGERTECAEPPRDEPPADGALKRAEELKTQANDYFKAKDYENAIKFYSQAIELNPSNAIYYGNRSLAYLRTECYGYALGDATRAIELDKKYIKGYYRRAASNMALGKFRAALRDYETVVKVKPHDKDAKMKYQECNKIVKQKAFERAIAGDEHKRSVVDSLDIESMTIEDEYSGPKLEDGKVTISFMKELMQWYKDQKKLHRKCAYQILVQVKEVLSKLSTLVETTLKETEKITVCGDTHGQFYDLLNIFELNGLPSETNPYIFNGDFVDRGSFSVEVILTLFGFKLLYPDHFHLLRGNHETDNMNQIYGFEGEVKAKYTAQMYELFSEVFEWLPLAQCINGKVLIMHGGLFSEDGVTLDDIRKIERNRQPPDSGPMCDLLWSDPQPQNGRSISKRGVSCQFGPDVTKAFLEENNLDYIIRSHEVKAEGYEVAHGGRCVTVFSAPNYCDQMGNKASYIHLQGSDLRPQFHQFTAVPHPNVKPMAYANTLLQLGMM
JMJD2C inh: inhibitors of GASC-1 histone demethylase, primary screen, biochemical, fluorescence, DELFIA europium; AID 2099, 2009; GST-JMJD2C(1-420) H3K9me3 demethylation; 0.069% of 330,000 active; Lysine-specific demethylase 4C (Homo sapiens), Q9H3R0; inhibition, % at 2.35 µM;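 active means more than half of a compound's replicate wells show inhibition beyond 50%, single wells judged on their own value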;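 further: signal counts dimethyl H3K9 product captured on neutravidin plate; 0% = median of DMSO wells and 100% = 0.3 times that DMSO median; strong numbers were not always called active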
Target sequence (Q9H3R0 1-420 limits assumed): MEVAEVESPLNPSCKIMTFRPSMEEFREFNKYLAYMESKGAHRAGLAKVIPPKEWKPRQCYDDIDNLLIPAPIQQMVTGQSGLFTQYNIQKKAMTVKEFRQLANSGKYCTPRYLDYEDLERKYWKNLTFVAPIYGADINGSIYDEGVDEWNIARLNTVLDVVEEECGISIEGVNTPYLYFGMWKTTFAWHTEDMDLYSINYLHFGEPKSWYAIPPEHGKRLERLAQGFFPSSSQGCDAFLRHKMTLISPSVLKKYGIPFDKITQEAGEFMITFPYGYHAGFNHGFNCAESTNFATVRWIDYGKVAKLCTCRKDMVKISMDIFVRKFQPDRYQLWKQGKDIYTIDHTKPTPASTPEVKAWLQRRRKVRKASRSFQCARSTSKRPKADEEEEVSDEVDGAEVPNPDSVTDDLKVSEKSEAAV
TPT1 inhibitor: Candida albicans TPT1 enzyme inhibitors, primary screen, biochemical, fluorescence polarization | tRNA 2'-phosphotransferase TPT1 (Candida albicans SC5314) | recombinant caTPT1, FP RNA substrate dephosphorylation | inhibition, % at 5 µM | 0.81% of 300,000 active;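 active means inhibition above the mean of all tested compounds plus 3 SD, set per screening campaign, cut at about 24% in these data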;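 further: plate controls were DMSO alone for no effect and ferristatin control at 100 nM for full effect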
core dimer inh: inhibitors of HCV core protein dimerization, primary screen, biochemical, TR-FRET, high-throughput. TR-FRET GST/Flag-core106 dimerization, 1536-well. inhibition, % at 5 µM. 0.33% of 300,000 active. AID 1899, 2009;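 active means inhibition above the mean of all tested compounds plus 3 SD, set per screening campaign, cut at about 45% in these data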
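Material: GST/Flag-tagged HCV core106 proteins. Incubation: 4 h, 22.5 °C incubation. Read-out basis: inhibition (%) from 671 over 617 nm ratio. Measured by: TR-FRET, excitation 340 nm, emission 617 and 671 nm.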
PP1 inh: PP1-alpha phosphatase inhibitors, primary screen, counter-screen for PP5 inhibitor project, biochemical, fluorescence, OMFP substrate, single point; purified PP1alpha; AID 2235, 2010; Serine/threonine-protein phosphatase PP1-alpha catalytic subunit (Homo sapiens), P62136; 0.9% of 320,000 active; inhibition, % at 6.7 µM;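 active means inhibition above the mean inhibition of all tested compounds plus 3 SD, computed separately for each screening campaign, cut at about 15% in these data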
ZTA counter: ZTA (EBV) inhibition in EBNA-1 counter-screen; P03206; AID 2234; 0.15% of 320,000 active; inhibition, % at 11 µM; ZTA-DNA binding, fluorescence polarization; in the data active means inhibition above about 33%
Numbers without * were called inactive; . = not tested or not shown.

SMILES	EBNA-1 inh	CTSL1 counter	CR mimetic SO	PP5 inh	JMJD2C inh	TPT1 inhibitor	core dimer inh	PP1 inh	ZTA counter
COc1ccccc1C1c2ccc3ccccc3c2Oc2ncn(CCCO)c(=N)c21 (configuration not stated)	-17	1	131	2.2	-4	-2	-10	1	-4
CN(C)c1cnn(-c2ccccc2)c(=O)c1Cl	1	1	87	1.4	-4	-1	-2	-2	8
COC(=O)c1ccc(-c2nn(C)c(=O)c3ccccc23)cc1	0	2	86	-1.2	0	-3	4	-4	-2
COc1ccc(OCC(=O)N2CCCC(CO)(CCOc3ccccc3)C2)cc1 (configuration not stated)	-3	-1	73	2.6	-6	0	3	8	1
CC(=O)N1CCC(N(CCN2CCOCC2)C(=S)Nc2cc(C)cc(C)c2)CC1	1	-2	97	0.2	11	-1	0	-4	-3
Nc1c(NCCc2ccccc2)c2ccccc2oc1=O	0	-4	91	1.0	-6	-2	-8	7	-1
CC(C)(C)C(=O)/C=c1\[nH]c(=O)/c(=C\c2ccc(C#N)cc2)s1	-9	3	112	-1.4	-12	10	3	-1	16
O=C(CCn1c(=O)oc2ccccc21)NCc1ccco1	-7	-5	91	1.6	-11	-1	-6	-1	-11
Cc1ccc2nc(-c3ccc(NC(=O)C(C)N4C(=O)c5ccccc5C4=O)cc3)sc2c1 (configuration not stated)	33*	1	92	1.7	1	-6	-20	2	-5
CC(Oc1ccc(Cl)cc1)c1ccnn1S(=O)(=O)c1ccc(Cl)cc1 (configuration not stated)	-15	4	93	-0.1	-7	2	5	3	-6
C=CCOC(=O)C1C(=O)CC(C)(O)C(C(=O)OCC=C)C1c1ccc(OC)cc1 (configuration not stated)	-2	1	86	2.1	-11	-2	-7	-3	3
O=S(=O)(NCCCN1CCOCC1)c1ccc2c(c1)OCCO2	-15	0	106	-0.6	19	1	0	-1	1
CCOc1cccc(CNCCO)c1OCc1ccc(Cl)cc1Cl	-6	0	87	-0.8	-2	-2	-8	1	7
Cc1ccccc1-c1nc(CN2CCCC2c2ccc(F)cc2)c(C)o1 (configuration not stated)	10	0	100	0.2	-8	3	5	3	7
COCCN(Cc1ccccc1)C(=O)C1CCN(S(=O)(=O)c2ccc(OC)c(OC)c2)CC1	5	-1	90	-2.1	5	5	0	-6	-7
O=C1CCCCCC1C1(O)C(=O)Nc2ccc(Br)cc21 (configuration not stated)	-17	-1	103	0.5	-5	-1	-3	-3	-3
COc1ccc(C2(CNC(=O)c3ccccc3)CCOCC2)cc1	-7	-2	106	2.6	.	0	3	-6	-9
COc1ccc(-c2c(C#N)c(N)n(N)c(=O)c2C#N)cc1Cl	-2	5	111	1.8	1	2	-4	3	-11
COc1ccc(CCNC(=O)c2nnc(Cc3c(F)cccc3Cl)o2)cc1OC	-2	-3	98	4.0	6	0	-13	4	-11
Cn1c(N2CCN(C(=O)NCc3ccccc3)CC2)nc2ccccc21	-11	-1	101	1.4	6	-1	2	0	-13
CCCCN1CC(=O)N2[C@H]3c4cc(Cl)ccc4OC[C@@H]3[C@H](c3ccccc3)[C@]2(C)C1=O	.	.	86	4.1	0	.	.	-1	-6
CCN(CC)C(=O)C1(P(=O)(c2ccccc2)c2ccccc2)CCC1	0	2	97	1.5	13	0	-9	2	-6
O=C(c1ccc(Cl)cc1)C1CCN(C(=O)c2ccccc2)CC1	-8	-3	102	0.3	-4	0	-1	-1	-2
COc1ccccc1-n1c(SCC(=O)Nc2cccc3ccccc23)nc(O)cc1=O	7	3	91	0.5	7	4	10	10	9
OCCOCCn1c(C(CO)Nc2nc(-c3cccc(Br)c3)cs2)nc2ccccc21 (configuration not stated)	-6	0	108	5.8	-8	4	-20	-6	7

Following part
SMILES	EBNA-1 inh	CTSL1 counter	CR mimetic SO	PP5 inh	JMJD2C inh	TPT1 inhibitor	core dimer inh	PP1 inh	ZTA counter
Cc1noc(C)c1S(=O)(=O)N(CC(=O)NC1CCC(C)CC1)c1ccc(C(C)C)cc1 (configuration not stated)	-2	14	130	-0.1	-14	-5	-6	-3	-5
Cc1nn(Cc2ccccc2Cl)c(C)c1C(=O)Nc1nnc(C2CC2)s1	2	7	117	0.1	-1	-6	1	-1	-17
CCCc1cc(-c2[nH]ncc2-c2ccc(C(=O)OCC)o2)c(O)cc1O	-2	1	105	7.8	-11	1	2	4	14
CC(=O)c1cc(-c2ccc(F)cc2)n(CCC(=O)Nc2cccc(C)n2)c1C	9	4	97	0.3	-7	0	0	-3	1
COC(=O)N/N=C/c1ccccc1OCCOc1ccc(OC)cc1	-10	2	85	3.8	-1	4	1	-5	0
CN1C(=O)C(O)(CC(=O)/C=C/c2ccco2)c2ccccc21 (configuration not stated)	-1	7	101	0.3	-3	-7	-4	1	3
COc1cccc(C2c3[nH]c4ccccc4c3C[C@H]3C(=O)N(CCCOC(C)C)CC(=O)N23)c1 (some centres not stated)	0	9	108	-3.6	4	0	0	3	-26
Cc1cc(NC(=O)CCC(=O)N(CC(=O)NC2CCCC2)c2ccc3c(c2)OCCO3)no1	-9	-1	91	-1.1	46	-2	0	-3	-4
CC1CCN(c2c(NCC3CCC(C(=O)NCCc4ccccc4)CC3)c(=O)c2=O)CC1 (configuration not stated)	-4	5	100	0.7	10	-2	-4	-3	1
O=C(/C=C/c1ccccc1[N+](=O)[O-])c1ccc(F)cc1	-16	7	99	0.0	5	-3	1	3	-15
CN(C)C(=O)COC(=O)[C@H](Cc1ccccc1)NC(=O)c1ccco1	6	-2	97	0.0	7	-4	-4	-2	-9
Cc1nc2nc(CCc3ccccc3)nn2c(C)c1Cl	-2	-1	104	5.1	-1	2	1	1	0
CSc1nc(N)nc(SCC(=O)CC(=O)OC(C)C)c1C#N	-3	-1	97	3.2	-4	-1	-3	1	-29
C/C(CC(=O)Nc1ccc(OCc2ccccc2)cc1)=N\NC(=O)C(=O)Nc1ccc(C)c(Cl)c1	3	-3	110	-1.8	-10	-3	4	10	13
Cn1c(=O)c2c(nc(N3CCOCC3)n2C)n(C)c1=O	8	-3	108	-2.1	-23	-4	-8	-2	-5
CCCc1cc(C(=O)NNC(=S)NCC2CCCO2)cs1 (configuration not stated)	-3	-3	104	2.0	-4	0	-12	1	-19
O=C1NC(NS(=O)(=O)c2ccccc2)(C(F)(F)F)C(=O)N1CCc1ccccc1 (configuration not stated)	-4	-2	90	1.2	7	5	9	-3	5
CCOC(=O)CC1=NC(=O)CS1	-8	-7	104	2.4	3	-1	4	3	4
NC(=O)CN1CCOCCOCCOCCOCCOCC1	-9	-1	95	1.4	-5	0	-5	0	-3
CCN(Cc1ccccc1)C(=S)NC(=O)c1ccccc1Br	-5	-1	75	3.4	2	-1	4	-4	-8
CCCN1Cc2cccc(C(=O)Nc3ccc4c(c3)OCO4)c2C1=O	6	6	96	-0.7	2	-2	7	4	11
COc1ccc(Cc2noc(CN3CCC(c4ccncc4)CC3)n2)cc1OC	0	0	100	0.9	4	-4	-5	0	3
COCCNC(=O)C(c1ccc(F)cc1)N(CCOC)C(=O)CCC(=O)Nc1ccccn1 (configuration not stated)	-12	-2	90	0.0	-9	0	-15	-2	-4
O=[N+]([O-])c1cccc2ccc(/C=C/c3cccc(Br)c3)nc12	5	-3	105	1.0	-4	4	-3	5	9
Cc1nc2c(C#N)c(-c3ccc(Cl)cc3)ccn2n1	3	-8	91	-1.3	-3	0	0	-3	2

The last 6 entries of the section above lead into the next:
SMILES	EBNA-1 inh	CTSL1 counter	CR mimetic SO	PP5 inh	JMJD2C inh	TPT1 inhibitor	core dimer inh	PP1 inh	ZTA counter
CCN(Cc1ccccc1)C(=S)NC(=O)c1ccccc1Br	-5	-1	75	3.4	2	-1	4	-4	-8
CCCN1Cc2cccc(C(=O)Nc3ccc4c(c3)OCO4)c2C1=O	6	6	96	-0.7	2	-2	7	4	11
COc1ccc(Cc2noc(CN3CCC(c4ccncc4)CC3)n2)cc1OC	0	0	100	0.9	4	-4	-5	0	3
COCCNC(=O)C(c1ccc(F)cc1)N(CCOC)C(=O)CCC(=O)Nc1ccccn1 (configuration not stated)	-12	-2	90	0.0	-9	0	-15	-2	-4
O=[N+]([O-])c1cccc2ccc(/C=C/c3cccc(Br)c3)nc12	5	-3	105	1.0	-4	4	-3	5	9
Cc1nc2c(C#N)c(-c3ccc(Cl)cc3)ccn2n1	3	-8	91	-1.3	-3	0	0	-3	2
CC(=O)c1ccc(NC(=O)C(C)Sc2nnnn2C)cc1 (configuration not stated)	8	0	101	-5.0	-10	0	0	0	14
O=C(O)c1cccc(Nc2cc(Cl)c3nonc3c2[N+](=O)[O-])c1	5	5	117	0.5	-1	-3	-4	0	-2
CCn1c(N2CCC(C)CC2)nc2c1c(=O)n(C)c(=O)n2C	13	-1	105	-2.5	-4	-3	3	-6	1
CCOC(=O)C1=C(C)Nc2nc(SCC)[nH]c(=O)c2C1c1ccncc1 (configuration not stated)	-10	6	87	-1.8	1	-1	0	0	-2
Cc1ccc2c(CC(=O)NCC3COc4ccccc4O3)coc2c1 (configuration not stated)	4	4	92	0.7	-18	-1	27	3	0
C/C(=N\Nc1nc(C)c(C)s1)c1ccc([N+](=O)[O-])cc1	-6	12	100	2.2	3	6	-1	-5	-1
C=CC[C@@H]1Cc2c(Br)ccc(Br)c2[C@@H](CC=C)N1	10	2	106	-1.0	-6	12	-6	0	-1
Oc1ccc(O)c(Cc2nc3ccccc3s2)c1	6	-24	91	0.0	9	-1	-3	0	-8
CCOC(=O)Nc1cccc(Nc2ccccc2)c1	5	-2	85	4.2	3	-1	-14	0	-10
O=C(Cn1cnc2cc([N+](=O)[O-])ccc2c1=O)NCc1ccccc1	-1	5	106	-0.9	3	-1	15	0	2
CCCCn1c(SCC(=O)N2CCCC2)nc2cc(S(N)(=O)=O)ccc21	-9	-6	108	-1.3	-1	-1	1	-3	9
COc1ccc(-n2cnc3cc(C(=O)NCC4CCCO4)ccc32)cc1 (configuration not stated)	0	1	75	0.1	7	0	1	-2	0
O=C(O)c1ccc(-n2c(/C=C/c3cccc([N+](=O)[O-])c3)nc3ccccc3c2=O)cc1	0	8	96	-2.1	9	2	16	3	-1
O=C(O)/C=C/c1ccc(S(=O)(=O)NCc2ccco2)cc1	0	1	94	-0.5	-5	-6	-1	-2	6
Cc1ccc(-n2c(SCC(=O)NCc3ccco3)nc3sc(C)c(C)c3c2=O)cc1	-2	3	100	-1.1	-5	-1	23	5	6
CCCCN(C(=O)c1ccc(S(=O)(=O)N(C)C)cc1)c1ccccc1	-1	2	97	2.0	56	-2	-4	-1	3
COc1ccc(C=O)cc1CN1CCCN(Cc2ccc(Cl)cc2)S1(=O)=O	3	-5	94	-2.1	-2	-4	9	1	13
O=C(Nc1ccc(S(=O)(=O)N2CCCC2)cc1)c1cc(=O)c2ccccc2o1	-5	1	103	-2.7	-3	-4	-3	1	-11
CCOC(=O)c1c(S(=O)(=O)NCCc2cccs2)c(C)n(C)c1C	-2	-14	89	-0.4	-5	-1	-3	-2	11
O=C(CCN1CCC(c2ccc(Cl)s2)=N1)c1ccc(Cl)s1	10	-6	93	0.4	2	23	-5	-3	1
O=[N+]([O-])c1ccccc1CNc1ccc(F)c(Cl)c1	1	-1	101	1.9	16	-3	4	4	5
CN1CCc2c(sc3nc(SCC(=O)NCc4ccco4)n(-c4ccccc4)c(=O)c23)C1	-4	4	107	2.7	-11	30*	12	8	7
COc1ccc(C(C)=O)cc1CSc1ccccn1	4	-5	102	0.9	11	-4	-3	-6	-10
